Screens (PubChem)
CRFR2-BP antag: blocks CRF-induced signaling of the CRF-BP/CRF-R2 complex. HEK293 CRF-R2/CRF-BP, CRF-induced calcium fluorescence. inhibition, % at 11.8 µM. actives 0.59% (n = 350,000). AID 588475;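 active means inhibition of the ligand-induced calcium signal above about 50% at the single tested concentration, limit read from the data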
M5 ag: CHRM5 agonism in calcium assay. CHO-K1 hM5 cells, Fluo-8 calcium fluorescence; 0% DMSO wells, 100% maximal acetylcholine response. P08912. actives 0.19% (n = 360,000). AID 624037. activation, % at 3 µM;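 active means activation above the run's mean over test compounds plus 3 SD, cut at about 23% in these data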;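 further: signal is peak over basal fluorescence ratio across the kinetic read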
Target sequence (P08912 whole entry, looked up): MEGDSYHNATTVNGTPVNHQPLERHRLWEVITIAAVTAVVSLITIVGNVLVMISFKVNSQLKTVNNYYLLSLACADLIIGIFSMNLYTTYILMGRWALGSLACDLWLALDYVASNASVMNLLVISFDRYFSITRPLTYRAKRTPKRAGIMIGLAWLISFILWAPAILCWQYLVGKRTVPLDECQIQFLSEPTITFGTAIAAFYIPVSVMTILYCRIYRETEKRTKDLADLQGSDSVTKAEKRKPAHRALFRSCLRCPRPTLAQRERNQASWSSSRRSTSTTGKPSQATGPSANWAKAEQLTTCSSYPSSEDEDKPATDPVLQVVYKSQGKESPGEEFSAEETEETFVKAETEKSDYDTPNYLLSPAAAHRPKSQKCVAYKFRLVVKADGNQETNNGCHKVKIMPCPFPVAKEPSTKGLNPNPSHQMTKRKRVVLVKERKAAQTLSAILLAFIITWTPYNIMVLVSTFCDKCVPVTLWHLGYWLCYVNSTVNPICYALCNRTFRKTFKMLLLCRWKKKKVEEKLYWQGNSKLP
M4 PAM: CHRM4 positive allosteric modulation; actives 0.4% (n = 360,000); CHO-K1 hM4/Gqi5, Fluo-8 calcium fluorescence, ACh EC20; 0% = ACh EC20, 100% = maximal ACh; activation, % at 3 µM; AID 624126;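 active means activation above its plate's cutoff, the mean activation of sample wells plus 3 SD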; further: some results filed as inactive read as strong as hits
Target sequence (P08173 whole entry, looked up): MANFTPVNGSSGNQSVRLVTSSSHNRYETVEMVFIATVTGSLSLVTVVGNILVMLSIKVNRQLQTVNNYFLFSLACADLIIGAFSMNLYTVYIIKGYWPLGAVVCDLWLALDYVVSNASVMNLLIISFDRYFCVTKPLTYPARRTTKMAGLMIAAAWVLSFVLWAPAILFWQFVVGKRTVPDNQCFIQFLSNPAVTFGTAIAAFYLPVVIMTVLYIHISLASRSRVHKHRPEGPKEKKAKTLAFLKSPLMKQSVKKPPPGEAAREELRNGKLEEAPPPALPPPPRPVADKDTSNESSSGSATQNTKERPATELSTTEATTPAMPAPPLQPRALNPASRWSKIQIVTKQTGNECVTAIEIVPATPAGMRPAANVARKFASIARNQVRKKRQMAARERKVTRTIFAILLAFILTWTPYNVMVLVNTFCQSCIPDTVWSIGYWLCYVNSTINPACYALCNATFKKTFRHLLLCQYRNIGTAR
IDE inh: cellular human IDE inhibition | HEK cells, FAbetaB cleavage, fluorescence polarization | actives 0.41% (n = 320,000) | inhibition, % at 5.59 µM | P14735;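 active means percent inhibition above the average of all tested compounds plus 3 SD, set per screening campaign, cut at about 16% in these data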;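 further: IDE supplied by intact live HEK cells; FP after avidin binding of uncleaved biotin substrate so inhibition keeps polarization high; 0% = DMSO wells and 100% = 60 µM reference IDE inhibitor Ii1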
M5 antag: antagonists of human muscarinic M5 receptor (CHRM5) | actives 0.59% (n = 360,000) | P08912 | inhibition, % at 3 µM | CHO-hM5 cells, Fluo-8 calcium fluorescence, ACh EC80 | AID 624040;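 active means inhibition above a per-plate cutoff, the mean of that plate's test compounds plus 3 SD, cut at about 27% in these data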;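 further: 0% = acetylcholine EC80 with DMSO and 100% = DMSO without agonist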
M5 PAM: CHRM5 positive allosteric modulation; activation, % at 3 µM; actives 0.3% (n = 360,000); P08912; CHO-K1 hM5, Fluo-8 calcium, ACh EC20 PAM; 0% = ACh EC20, 100% = ACh EC100; AID 624038;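 active means activation above the run cutoff, the mean activation of all test compounds plus 3 SD, cut at about 18% in these data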
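System: CHO-K1 hM5 cells. Reagent: acetylcholine, EC20 level. Compound dosing: single dose, 3 µM nominal final test concentration. Timing: Post-acetylcholine fluorescence recording 140 s. Detection: Fluo-8 calcium fluorescence. Read-out: % activation, ACh-normalized. Benchmarks: ACh EC20 and EC100 wells. Repeats: singlicate, one well per test compound.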
CHRM4 agonist: agonists of human muscarinic M4 receptor (CHRM4); actives 0.14% (n = 360,000); P08173; activation, % at 3 µM; CHO-K1 hM4/Gqi5, Fluo-8 calcium fluorescence; vehicle 0%, full acetylcholine response 100%; AID 624127;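 active means activation above the run mean over all test wells plus 3 SD, cut at about 32% in these data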;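 further: peak over basal fluorescence ratio per well then scaled between controls; 0% = DMSO wells and 100% = acetylcholine at EC100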
CHRM4 antagonist: blocks acetylcholine activation of human M4 receptor. P08173. actives 0.73% (n = 360,000). AID 624125. inhibition, % at 3 µM. CHO-hM4 cells, ACh EC80, Fluo-8 calcium fluorescence;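 active means inhibition above its plate's cutoff, the mean inhibition of sample wells plus 3 SD, cut at about 27% in these data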;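 further: 0% = acetylcholine EC80 with DMSO and 100% = DMSO without agonist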
CRFBP-R2 agonist: agonists of human CRF-binding protein/CRF-R2 receptor complex | HEK293 CRF-R2/CRF-BP, calcium dye fluorescence (FLIPR); percent of saturating CRF peptide response | activation, % at 13.2 µM | actives 0.46% (n = 350,000);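 active means activation of at least 50%, plus an integration ratio under a set limit after plate pattern correction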;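 further: plate controls were neutral control wells without compound for no effect and CRF at EC100 for full effect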
An asterisk follows results filed as active; · = not tested or not shown.

1) Brc1c(-c2ccccc2)nc2n1Cc1ccccc1-2
2) Cc1ccc2nc(C)c(C(=O)N/N=C/c3ccc(N4CCOCC4)cc3)cc2c1
3) CC(=O)c1cccc(OCc2cc(C(=O)NC(C)Cc3cccnc3)no2)c1 (stereo not given)
4) CC(C)COC(=O)Nc1nnc(Cc2ccccc2)s1
5) O=C(O)COCC(=O)Nc1ccc2c(c1)CCC2
assay / entry	1	2	3	4	5
CRFR2-BP antag	1	3	30	-97	6
M5 ag	-3	2	-3	0	-1
M4 PAM	-2	10	-5	2	-4
IDE inh	6	2	7	-4	1
M5 antag	13	4	3	-4	-2
M5 PAM	-10	-6	-3	-8	7
CHRM4 agonist	-1	1	4	0	0
CHRM4 antagonist	3	0	8	3	4
CRFBP-R2 agonist	0.5	-0.7	-1.5	0.7	-1.7

6) Nn1c(SCC(=O)Nc2ccc(F)cc2)nnc1C1CCCCC1
7) N#CC1(c2c(O)nc3n(c2=O)CCCS3)CCCCC1
8) COc1cc(C(=O)NCCCn2ccnc2)cc(OC)c1OC
9) Cc1ccc(NC(=O)c2nc[nH]c2C(=O)NCc2ccccc2)cc1
10) COc1ccc(/C=C/C(=O)OCC(=O)NC(C)CCc2ccccc2)cc1OC (stereo not given)
assay / entry	6	7	8	9	10
CRFR2-BP antag	-7	-3	-5	-4	26
M5 ag	-2	1	0	-2	0
M4 PAM	1	1	1	16	0
IDE inh	4	6	-2	-4	2
M5 antag	-5	2	2	12	4
M5 PAM	4	0	1	-5	3
CHRM4 agonist	0	0	0	1	3
CHRM4 antagonist	0	-4	3	0	15
CRFBP-R2 agonist	1.2	-2.4	-2.4	1.3	-4.1

11) Cc1ccc(OCC(=O)O)c(-n2nc3ccccc3n2)c1
12) COc1ccc(OC)c(NC(=O)Nc2c(O)ccc3ccccc23)c1
13) COc1ccc(CNc2cccc3[nH]c(C(F)(F)F)nc23)cc1
14) CC(C)(C)NC(=O)C(c1cccc2ccccc12)n1c(=O)c(-c2ccco2)nc2ccccc21 (stereo not given)
15) O=[N+]([O-])c1cccc(C=Nc2cc3c(cc2Br)OCCO3)c1
assay / entry	11	12	13	14	15
CRFR2-BP antag	15	-8	-6	·	-18
M5 ag	1	1	-3	1	0
M4 PAM	3	-40	-2	-2	2
IDE inh	-4	3	2	·	9
M5 antag	-9	17	4	-8	-2
M5 PAM	6	-23	-4	5	0
CHRM4 agonist	1	15	0	1	0
CHRM4 antagonist	4	16	-3	4	5
CRFBP-R2 agonist	-2.9	1.0	2.6	·	-1.1

16) NC(=O)c1ccc(N2CCCCC2)c(N2C(=O)C3CC=CCC3C2=O)c1 (stereo not given)
17) COc1ccc(N2CCN(C(CNS(=O)(=O)c3ccc4c(c3)OCCO4)c3ccco3)CC2)cc1 (stereo not given)
18) Cc1ccc(C)c(C(=O)NC(C)c2ccc(-n3ccnc3)cc2)c1 (stereo not given)
19) CCC(C)NC(=O)C1CCN(S(=O)(=O)N2CCOCC2)CC1 (stereo not given)
20) O=C(CCCn1c(=O)[nH]c2ccccc2c1=O)NCCSCc1ccccc1
assay / entry	16	17	18	19	20
CRFR2-BP antag	-35	5	8	3	3
M5 ag	0	0	-5	-3	8
M4 PAM	2	-12	-1	1	1
IDE inh	-1	0	10	7	-4
M5 antag	-10	-5	5	-7	-4
M5 PAM	12	-6	-6	-5	3
CHRM4 agonist	2	1	2	2	17
CHRM4 antagonist	-4	-7	-8	3	-20
CRFBP-R2 agonist	2.3	-0.2	0.5	-0.9	-6.8

21) CCN(Cc1ccccc1)c1ccc(N=Nc2nn(C)c(C)c2[N+](=O)[O-])cc1
22) O=C(Nc1ccc(Cl)c(Cl)c1)N1CCOCC1
23) COc1ccccc1-n1nnnc1SCC(=O)N(C)C1CCS(=O)(=O)C1 (stereo not given)
24) CCOC(=O)CC(=O)CSc1nc(N)c(C#N)c(-c2ccc(Cl)cc2)c1C#N
25) Cc1ccc(C2=NN(CC(=O)NCCN(CC(C)C)CC(C)C)C(=O)CC2)cc1
assay / entry	21	22	23	24	25
CRFR2-BP antag	21	14	3	-35	-16
M5 ag	-7	1	0	-1	-7
M4 PAM	-4	4	8	-2	-2
IDE inh	0	·	-3	10	5
M5 antag	1	8	6	10	9
M5 PAM	-3	-2	-3	-7	-2
CHRM4 agonist	-1	2	1	9	0
CHRM4 antagonist	0	-11	-24	14	-3
CRFBP-R2 agonist	-2.2	2.9	0.4	1.1	-1.9

26) CCc1c(C)nc2ncnn2c1Nc1ccccc1C
27) COc1ccc(C(=O)NC(=S)N(C)C2CCCCC2)cc1
28) CCOC(=O)Cc1csc(/N=C/c2c(O)n(-c3ccc(C)c(C)c3)c(=O)c3ccccc23)n1
29) O=C1NC(=O)/C(=C\c2ccc(Oc3ccc([N+](=O)[O-])cn3)cc2)S1
30) Cc1ccccc1-n1nnnc1SCc1ncc(-c2ccccc2)o1
assay / entry	26	27	28	29	30
CRFR2-BP antag	6	3	2	41	7
M5 ag	5	-5	1	-3	-3
M4 PAM	-2	6	6	0	5
IDE inh	·	·	2	3	-4
M5 antag	-8	0	9	8	1
M5 PAM	6	-6	-3	-4	-8
CHRM4 agonist	4	4	1	1	1
CHRM4 antagonist	-3	-14	0	9	-13
CRFBP-R2 agonist	0.8	-0.6	0.4	1.0	-2.0

31) O=C(CN(CC1CCCO1)C(=O)CNS(=O)(=O)c1ccc(Cl)cc1)NCC1CCCO1 (stereo not given)
32) CCOC(=O)CN1C(=O)N[C@@H](c2ccc(Br)cc2)C(C(=O)OC)=C1C
33) O=[N+]([O-])c1ccc(Nc2nc(Cl)nc(NCCO)n2)cc1
34) COc1ccc(OC)c(-c2csc(NC(=O)c3ccc4c(c3)OCO4)n2)c1
35) S=C(NCCCc1cnc[nH]1)NCCCN(Cc1ccc(Cl)cc1)c1ccc(Br)cn1
assay / entry	31	32	33	34	35
CRFR2-BP antag	-4	4	-12	-9	·
M5 ag	-1	4	5	-2	-2
M4 PAM	0	4	2	-4	1
IDE inh	1	8	2	1	·
M5 antag	3	5	-2	-5	-9
M5 PAM	-6	1	4	2	10
CHRM4 agonist	1	2	0	1	3
CHRM4 antagonist	-11	-5	-9	0	-3
CRFBP-R2 agonist	-0.3	-0.9	-3.6	-0.2	·

36) N#Cc1ccc(C(=O)NNC(=O)c2ccncc2)cc1
37) COc1ccc(CC(=O)Nc2nnc(C(C)C)s2)cc1
38) COc1ccc(CN2CCNC(=O)C2CC(=O)N2CCCCO2)c(OC)c1 (stereo not given)
39) Nc1ncnc2c1nc(SCCO)n2Cc1ccccc1
40) CN(C)C(/C=C/Nc1cccc(Br)c1)=C(C#N)C#N
assay / entry	36	37	38	39	40
CRFR2-BP antag	4	-9	-3	-1	25
M5 ag	0	6	-2	-3	-4
M4 PAM	-8	0	9	1	-6
IDE inh	2	·	-1	-7	-2
M5 antag	11	1	-1	2	23
M5 PAM	4	1	-3	6	-10
CHRM4 agonist	-1	1	0	2	1
CHRM4 antagonist	6	-1	-4	-2	6
CRFBP-R2 agonist	-0.2	1.8	-2.2	-0.5	0.4

41) Cn1c(=O)c2c(nc(N3CCCCCC3)n2CC(O)COc2ccc(Cl)cc2)n(C)c1=O (stereo not given)
42) COc1ccccc1OCCn1cc(/C=N/NC(=O)c2ccncc2)c2ccccc21
43) Cc1cccc(C)c1OCc1cc(C(=O)N(C)Cc2nc3ccccc3[nH]2)no1
44) CC1=C(C#N)C(=O)NC(C)(C)C1
45) O=C1N(C2CCCC2)C[C@@H]2C[C@@H](c3cccn3-c3nccs3)N3CCC[C@@]123
assay / entry	41	42	43	44	45
CRFR2-BP antag	4	-3	5	54*	-8
M5 ag	-4	7	0	-3	-4
M4 PAM	18	-6	-9	-4	5
IDE inh	-5	2	7	1	5
M5 antag	-5	0	20	-4	0
M5 PAM	-8	-8	-14	4	-1
CHRM4 agonist	3	6	16	1	0
CHRM4 antagonist	-16	-8	9	-3	2
CRFBP-R2 agonist	-1.7	-2.1	-0.7	17	0.7

Random excerpt: 4 entries already listed.
4) CC(C)COC(=O)Nc1nnc(Cc2ccccc2)s1
42) COc1ccccc1OCCn1cc(/C=N/NC(=O)c2ccncc2)c2ccccc21
8) COc1cc(C(=O)NCCCn2ccnc2)cc(OC)c1OC
26) CCc1c(C)nc2ncnn2c1Nc1ccccc1C
assay / entry	4	42	8	26
CRFR2-BP antag	-97	-3	-5	6
M5 ag	0	7	0	5
M4 PAM	2	-6	1	-2
IDE inh	-4	2	-2	·
M5 antag	-4	0	2	-8
M5 PAM	-8	-8	1	6
CHRM4 agonist	0	6	0	4
CHRM4 antagonist	3	-8	3	-3
CRFBP-R2 agonist	0.7	-2.1	-2.4	0.8

Going on with the list:
46) Cc1c(-c2ccccc2)sc2nc[nH]c(=S)c12
47) Cc1cccc(CNC(=O)c2ccc3c(c2)N(C)CCS3)c1
48) Cc1cccc(N2CCN(S(=O)(=O)c3cc4c(cc3Cl)NC(=O)CO4)CC2)c1C
49) S=C(NCCCN1CCOCC1)Nc1ccc(Cl)c(Cl)c1
50) CC(C)C(OC(=O)c1cccs1)C(=O)NC1CCCCC1 (stereo not given)
assay / entry	46	47	48	49	50
CRFR2-BP antag	-9	1	-7	-37	13
M5 ag	-1	1	0	-2	-1
M4 PAM	5	-4	13	-1	-4
IDE inh	8	0	7	3	5
M5 antag	-4	9	-5	-1	2
M5 PAM	2	-12	0	4	-4
CHRM4 agonist	1	11	1	3	0
CHRM4 antagonist	6	-4	-19	5	8
CRFBP-R2 agonist	1.7	0.5	4.5	-1.7	0.1

51) COc1ccc(/C=C(/C#N)C(=O)Nc2ccc(O)cc2)cc1C(=O)O
52) COCCN(CCOC)C(=O)c1cc2sc3ccccc3c2s1
53) NNC(=O)c1csc(-c2cccc(C(F)(F)F)c2)n1
54) CCCCOCCCNC(=O)C[C@@H]1C[C@@]2(C(=O)OCC)CCC=C2N(CCC2=CCCCC2)C1=O
55) O=C1CCCN1c1ccc(N2CCCC2=O)cc1
assay / entry	51	52	53	54	55
CRFR2-BP antag	3	9	-4	·	-9
M5 ag	-2	-1	-1	-2	1
M4 PAM	0	-1	-2	9	3
IDE inh	7	-1	-3	·	-6
M5 antag	10	1	15	-6	0
M5 PAM	1	-6	-8	5	0
CHRM4 agonist	1	3	1	0	0
CHRM4 antagonist	0	-6	-1	-20	-5
CRFBP-R2 agonist	-0.7	0.0	-1.8	·	0.4

56) Fc1cccc(Cc2c(C3CCCCC3)nc3c4ccccc4ccn23)c1
57) O=C(CCC(=O)N1CCCC1)Nc1nnc(C2CCCCC2)s1
58) Cc1cc(-c2csc(NC(=O)c3ccc(=O)[nH]c3)n2)c(C)n1Cc1ccccc1
59) O=C(O)CNC(=S)NCc1ccccc1
60) CCc1ccc(CN2CCC(C(=O)Nc3ccc(-n4nc(C)cc4C)cc3)CC2)o1
61) O=C(COC(=O)Cc1ccc(Cl)cc1)Nc1ccc2[nH]c(=O)[nH]c2c1
62) COC(=O)CN1C(=O)C2(C(C#N)=C(N)Oc3c2c(C)nn3-c2ccccc2)c2ccccc21 (stereo not given)
assay / entry	56	57	58	59	60	61	62
CRFR2-BP antag	·	-45	12	10	-7	-7	-30
M5 ag	-1	4	1	0	-3	1	9
M4 PAM	3	1	0	-1	0	14	1
IDE inh	·	1	4	0	3	8	0
M5 antag	-4	3	-4	9	-4	0	-7
M5 PAM	-6	-9	2	3	3	6	4
CHRM4 agonist	0	2	0	1	4	2	5
CHRM4 antagonist	-3	-2	1	-3	-2	-17	7
CRFBP-R2 agonist	·	7.7	13	-4.0	0.2	0.4	-0.2

Random draw from the library; 2.9% or so of the library scored in one or more.
